Assay outcomes (PubChem BioAssay)
MITF TRPM1 inh – inhibitors of MITF-driven TRPM1 promoter in melanoma cells; SK-MEL-5 TRPM1 promoter luciferase, 24 h; inhibition, % at 12.5 µM; 0.83% of 330,000 active; AID 488899;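 active = mean inhibition across replicates of 60% or more, whatever share of single replicates reaches that level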; note: values of inactives mirror those of a sister screen read the other way
Peg3 prom inh – reduces Peg3 promoter-driven luciferase expression in HeLa; HeLa PEG-Prom luciferase reporter, luminescence, overnight; inhibition, % at 20 µM; 1.7% of 360,000 active;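 active = inhibition of at least 50% at 20 µM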
PDI turbidity – inhibitors of human protein disulfide isomerase; P07237; PDI insulin aggregation turbidity, A650, 90 min; inhibition, % at 10 µM; 0.052% of 350,000 active;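 active = mean inhibition across replicates of 30% or more, whatever share of single replicates reach that level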;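 note: absorbance from insulin aggregation driven by PDI reduction with DTT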
Target sequence (P07237 whole entry, looked up): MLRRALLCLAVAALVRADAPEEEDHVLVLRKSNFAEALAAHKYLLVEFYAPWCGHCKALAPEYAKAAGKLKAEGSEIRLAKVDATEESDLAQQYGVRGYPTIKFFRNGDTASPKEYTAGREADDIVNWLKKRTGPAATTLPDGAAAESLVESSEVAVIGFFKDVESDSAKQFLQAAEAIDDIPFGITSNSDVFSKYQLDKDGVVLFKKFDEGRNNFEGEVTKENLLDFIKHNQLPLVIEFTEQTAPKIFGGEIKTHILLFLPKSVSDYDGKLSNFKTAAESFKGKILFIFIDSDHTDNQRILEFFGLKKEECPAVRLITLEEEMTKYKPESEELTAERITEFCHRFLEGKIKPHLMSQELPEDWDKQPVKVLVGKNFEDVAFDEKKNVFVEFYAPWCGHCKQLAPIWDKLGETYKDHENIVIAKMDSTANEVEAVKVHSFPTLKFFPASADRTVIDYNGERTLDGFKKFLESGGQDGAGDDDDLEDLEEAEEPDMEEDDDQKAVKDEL
NR2E3 ag-1 – human photoreceptor-specific nuclear receptor agonism; inhibition of corepressor binding, % at 3.98 µM; CHO-S Gal4-NCOR/VP16-NR2E3 two-hybrid, luciferase; AID 602229; Q9Y5X4; 0.35% of 360,000 active;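 active = inhibition above the mean of all tested compounds plus 3 SD, cut at about 70% in these data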;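 note: 0% = DMSO with NR2E3 transfected cells and 100% = cells lacking NR2E3 construct; higher means lower luciferase signal from less NR2E3 corepressor binding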
Target sequence (Q9Y5X4 whole entry, looked up, the tested form may be a part): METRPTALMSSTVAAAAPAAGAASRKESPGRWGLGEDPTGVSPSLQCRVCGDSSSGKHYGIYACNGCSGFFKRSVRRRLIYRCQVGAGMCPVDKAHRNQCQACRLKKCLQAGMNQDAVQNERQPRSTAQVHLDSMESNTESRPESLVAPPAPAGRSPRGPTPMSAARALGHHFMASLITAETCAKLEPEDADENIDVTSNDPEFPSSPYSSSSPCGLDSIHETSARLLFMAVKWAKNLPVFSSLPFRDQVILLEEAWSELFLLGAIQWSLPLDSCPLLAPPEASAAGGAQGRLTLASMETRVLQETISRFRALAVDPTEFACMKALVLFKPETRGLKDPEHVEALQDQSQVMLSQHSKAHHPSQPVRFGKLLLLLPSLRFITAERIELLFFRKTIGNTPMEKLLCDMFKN
NR2E3 ag-2 – agonists of human nuclear receptor NR2E3; AID 2300; GST-NR2E3/biotin-RetCOR TR-FRET, 1536-well; inhibition of corepressor binding, % at 4.78 µM; 0.12% of 320,000 active;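 active = percent inhibition above the cutoff of mean plus 3 SD of all tested compounds, set per screening campaign, cut at about 20% in these data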;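 note: 0% = DMSO wells and 100% = biotin wells as full block of FRET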
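System: GST-NR2E3 and biotin-RetCOR proteins; probe or stimulus: 7 nM biotin-RetCOR; doses: compound at 4.8 µM, single dose; schedule: Compound–protein incubation for 5 h at 4 °C; detection: time-resolved FRET; read-out: percent inhibition; controls: biotin wells as high control, 0.6% DMSO wells as low control; format: 1536-well plates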
iPSC survival up – enhancers of human iPSC single-cell survival. hiPSC single-cell survival, ATPlite luminescence; 100% = ROCK inhibitor wells, 0% = DMSO. survival enhancement, % at 20 µM. 0.044% of 360,000 active; in the data active = survival enhancement above about 18%;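 note: cells exposed to compounds for 16 hours before the ATP read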
CaV13 FRET inh – Primary screen for inhibitors of IQ motif and Ca2+-dependent inactivation inhibitor domain binding in CACNA1D, Förster resonance energy transfer in living cells, …; AID 743397; HEK cells, CFP/YFP FRET ICDI-IQ, plate reader, 10 min; percent FRET-ratio fall versus neutral wells; 0.098% of 340,000 active; inhibition, % at 12.3 µM;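 active = mean replicate inhibition of at least 30% and at least 1% of replicates passing that level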;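 note: 0% = median of the neutral control wells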
Vif imaging – inhibitors of HIV Vif; HEK293T cells, Vif self-association by quenched fluorescence, imaging, 24 h; inhibition, % at 7.49 µM; 0.35% of 340,000 active; in the data active = inhibition above about 50%, passing the limit was not always enough; note: some results filed as inactive read as strong as hits
Exocytosis inh – blocks lytic granule exocytosis | TALL-104 LAMP-1 surface exposure, flow cytometry; cells stimulated with thapsigargin and PMA | AID 651702 | 0.66% of 360,000 active | inhibition, % at 10 µM;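 active = inhibition above about 55%, limit read from the data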
aDG glyco act – alpha-DG glycosylation activation. Pro5-aDG cells, alpha-DG glycosylation AlphaScreen (IIH6); 0% Pro5, 100% B10-LARGE cell signal. activation, % at 10 µM. 0.22% of 360,000 active;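 active = activation of at least 8% versus controls, or a plate z-score of at least 8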;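 note: Pro5 are CHO cells carrying HIG-tagged alpha-DG that lacks glycosylation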
HIF-2a block – HIF-2a inhibition | 786-0 RCC cells HIF-2a reporter, luciferase luminescence, overnight | inhibition, % at 18.8 µM | 0.72% of 360,000 active;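 active = inhibition of the luminescence signal of 40% or more relative to plate controls, in a single-dose primary screen at 18.75 µM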
* hit, by the source's call; i = inactive; x = no result given.

item	Compound	MITF TRPM1 inh	Peg3 prom inh	PDI turbidity	NR2E3 ag-1	NR2E3 ag-2	iPSC survival up
1	CCOC(=O)C1CCc2sc(N)c(C#N)c21 (stereo not given)	-4	-2	0	-9	3	-0.7
2	Fc1ccc(COc2ccc(Cl)cc2/C=N/Nc2nc(N3CCCC3)nc(N3CCCC3)n2)cc1	-15	-2	-6	-23	3	2.1
3	COC(=O)[C@H](Cc1ccccc1)NC(=O)NCc1ccccc1OC	7	13	5	-6	-1	1.3
4	Cc1ccc(CSCc2ccc(C(=O)NC3CC3)o2)cc1	-11	-15	-1	-17	1	1.1
5	CCNc1ccc(C(=O)OCC(=O)c2cc(C)n(Cc3ccc4c(c3)OCO4)c2C)cc1[N+](=O)[O-]	0	-14	-1	1	1	-0.7
6	O=C(NCc1ccc(Cl)cc1)c1ccc(-c2ccc(F)c(F)c2)c2ccoc12	x	-8	2	-29	x	1.5
7	COCCNC(=O)CN1C(=O)CSc2ccc(S(=O)(=O)N3CCOCC3)cc21	4	2	-8	-5	4	-0.5
8	Cc1c(C(=O)NC2CCCc3ccccc32)oc2ccc(S(=O)(=O)N3CCOCC3)cc12 (stereo not given)	-4	-22	-12	-36	-1	-1.3
9	Clc1ccc(OCCCN2CCc3ccccc3C2)c(Br)c1	2	-29	18	13	4	-0.1
10	CCSc1nnc(NC(=O)c2cc3c(s2)CCCC3)s1	-107	-192	-2	-6	4	0.5
11	O=C(Nc1cc(Oc2ccccc2)cc([N+](=O)[O-])c1)C12CC3CC(C1)CC(n1cnc(Cl)n1)(C3)C2	3	-13	-10	-39	2	-0.5
12	OCC1(CCc2ccccc2)CCN(Cc2cc(F)ccc2-n2cccn2)CC1	3	10	-6	-21	1	-0.3
13	CC(C)(C)Cc1nnc(NC(=O)c2ccc([N+](=O)[O-])cc2)s1	-34	-174	-11	-34	3	-2.3
14	Cc1ccc(CNC(=O)CCC(=O)n2ncc3cc(C)ccc32)cc1	x	5	x	4	3	3.3
15	O=C(O)c1[nH]c2ccccc2c1C(c1cc(Br)ccc1O)c1c(C(=O)O)[nH]c2ccccc12	7	23	9	4	4	-0.6

item	CaV13 FRET inh	Vif imaging	Exocytosis inh	aDG glyco act	HIF-2a block
1	-11	26	2	0.2	15
2	-9	8	2	0.0	-31
3	-2	x	-2	-0.1	-2
4	-5	7	2	0.5	-63
5	-3	-2	3	-0.1	2
6	-10	0	10	1.1	-21
7	-16	0	-17	-0.1	3
8	-4	6	1	0.2	-24
9	-5	0	31	0.1	-34
10	-9	x	-2	0.0	-141
11	-4	-5	0	-0.2	3
12	-5	9	17	0.2	12
13	-5	-1	6	-0.2	-107
14	-5	0	0	0.1	14
15	144*	22	6	-0.3	23

(cont.)
item	Compound	MITF TRPM1 inh	Peg3 prom inh	PDI turbidity	NR2E3 ag-1	NR2E3 ag-2	iPSC survival up
16	COc1ccccc1N1CCN(C(CNS(=O)(=O)c2ccccc2)c2cccnc2)CC1 (stereo not given)	-2	16	-3	1	2	-1.3
17	CC(=O)Nc1ccc(S(=O)(=O)Oc2cccc(/C=C3\SC(N)=NC3=O)c2)cc1	13	2	2	-8	2	-0.2
18	O=C(CCCCCN1C(=O)c2ccccc2C1=O)Nc1nccs1	-13	3	2	-12	1	0.9
19	O=C(Cn1nc(Cc2cccnc2)c2ccccc2c1=O)NCC1COc2ccccc2O1 (stereo not given)	x	9	x	2	-2	5.2
20	Cc1ccc(C(C(=O)NC2CCCCC2)N(Cc2ccco2)C(=O)C2COc3ccccc3O2)o1 (stereo not given)	-1	22	5	12	-2	-1.3
21	CCN1CC(C)C(O)(c2ccccc2)CC1C (stereo not given)	3	6	5	-22	-4	-2.5
22	CN1CCN(S(=O)(=O)c2cccc(C(=O)Nc3cc(C(N)=O)cc(C(N)=O)c3)c2)CC1	3	-64	-4	-16	1	-0.6
23	Cc1ccc(-n2ncc3c(=O)n(-c4cccc(C)c4)c(=O)[nH]c32)cc1	x	-22	0	-82	x	-3.7
24	Cc1ccc(-n2c(-c3ccco3)nc3nc4ccccc4nc32)cc1	-3	-2	-20	6	-1	1.8
25	O=S(=O)(c1cnc(Cl)c(Br)c1)N1CCCCCC1	5	20	-2	14	3	-3.3
26	COc1ccc(/C=C2\SC(=O)N(CCNC(=O)Cn3[nH]c(=O)c4ccccc4c3=O)C2=O)cc1	8	12	5	-33	x	1.9
27	Cc1ccc2c(c1)N(CC(=O)N1CCCC1)C(=O)C(C)O2 (stereo not given)	x	13	5	-20	-3	-0.6
28	c1ccc2c(c1)OC(CCCN1CCCCC1)c1ccccc1S2 (stereo not given)	-2	40	-1	6	1	0.3
29	COc1cc(C2Nc3ccccc3NC3=C2C(=O)CC(C)(C)C3)cc(OC)c1OC(C)=O (stereo not given)	-23	7	8	-8	0	1.7
30	CNc1nc(-c2cccs2)cc(C(F)(F)F)c1C#N	2	4	2	-21	-2	-0.6

item	CaV13 FRET inh	Vif imaging	Exocytosis inh	aDG glyco act	HIF-2a block
16	x	-3	0	0.0	8
17	-5	1	-2	-0.7	6
18	x	-3	2	0.3	-11
19	-2	-2	-1	0.0	10
20	-5	x	17	0.1	11
21	x	-6	-2	-0.1	14
22	-4	-6	-18	0.0	4
23	-6	x	-4	0.3	-45
24	-40	-3	12	-0.1	-7
25	-4	x	1	0.3	12
26	-10	9	1	-0.2	45*
27	-10	0	0	0.0	16
28	-5	-1	3	2.4	21
29	-1	5	-1	-0.1	12
30	-100	0	-6	0.2	14

Reprinted at random: five compounds from above.
item	Compound	MITF TRPM1 inh	Peg3 prom inh	PDI turbidity	NR2E3 ag-1	NR2E3 ag-2	iPSC survival up
19	O=C(Cn1nc(Cc2cccnc2)c2ccccc2c1=O)NCC1COc2ccccc2O1 (stereo not given)	x	9	x	2	-2	5.2
21	CCN1CC(C)C(O)(c2ccccc2)CC1C (stereo not given)	3	6	5	-22	-4	-2.5
22	CN1CCN(S(=O)(=O)c2cccc(C(=O)Nc3cc(C(N)=O)cc(C(N)=O)c3)c2)CC1	3	-64	-4	-16	1	-0.6
18	O=C(CCCCCN1C(=O)c2ccccc2C1=O)Nc1nccs1	-13	3	2	-12	1	0.9
28	c1ccc2c(c1)OC(CCCN1CCCCC1)c1ccccc1S2 (stereo not given)	-2	40	-1	6	1	0.3

item	CaV13 FRET inh	Vif imaging	Exocytosis inh	aDG glyco act	HIF-2a block
19	-2	-2	-1	0.0	10
21	x	-6	-2	-0.1	14
22	-4	-6	-18	0.0	4
18	x	-3	2	0.3	-11
28	-5	-1	3	2.4	21

Next section.
item	Compound	MITF TRPM1 inh	Peg3 prom inh	PDI turbidity	NR2E3 ag-1	NR2E3 ag-2	iPSC survival up
31	CCN(CC)c1ccc(C(=O)OCC(=O)Nc2ncccn2)cc1	-10	3	4	-9	x	1.7
32	CCCC(CCC)C(=O)NC1CCN(Cc2ccccc2)CC1	0	-6	-33	-30	3	-0.6
33	CC(C)C(=O)N=c1sc2cccc(F)c2n1C	-12	-45	4	-12	2	-0.5
34	CSCCC(NC(=O)C1CC1)c1nc2ccccc2[nH]1 (stereo not given)	10	18	-1	-10	4	0.3
35	CC(C)=CCC/C(C)=C/CC/C(C)=C/COc1ccc2ccc(=O)oc2c1	-5	-23	-7	-24	x	-0.2
36	COCC(O)Cn1ccnc1N=Nc1ccccc1 (stereo not given)	x	-18	x	-17	x	0.7
37	CCNC(=O)c1ccc2c(c1)C1C3CCC(C3)C1C(c1ccccc1)N2 (stereo not given)	-14	19	5	-1	-1	-0.4
38	Cc1ccc(C)c(SCC(=O)Nc2cccnc2Cl)c1	-6	-4	-2	-21	-3	3.1
39	Cc1cc(C)nc(-n2cc(C(=O)c3cc(F)ccc3O)cn2)n1	-2	10	2	5	-3	-1.8
40	COC(=O)CSc1nnc(-c2cccc(NC(=O)c3ccc(C)cc3)c2)n1C	2	6	4	-7	1	3.6
41	COc1ccc(OC)c(N(CC(=O)NCCSCc2ccco2)S(=O)(=O)c2ccc(OC)c(OC)c2)c1	-2	35	-5	27	2	-0.4
42	CC(=O)CC1(C)OC(N)=C(C#N)C1(C#N)C#N (stereo not given)	3	0	7	23	1	2.4
43	Cc1ccc(C)c(Nc2c([N+](=O)[O-])ccc3nonc23)c1	-9	17	-14	-42	-5	-0.3
44	Cc1c(C(=O)N2CCN(Cc3ccc4c(c3)OCO4)CC2)sc2ncnc(N3CCN(c4ccccc4F)CC3)c12	31	58*	-2	-32	1	0.0
45	CCn1c(=O)n(CC)c2cc(N3CCCC3)c(NC(=O)c3cccc(C)c3)cc21	13	18	-1	-3	-6	0.3

item	CaV13 FRET inh	Vif imaging	Exocytosis inh	aDG glyco act	HIF-2a block
31	-5	3	1	0.0	-3
32	-2	13	-7	-0.5	11
33	-7	-3	5	-0.1	-75
34	-4	7	-1	0.0	18
35	-10	-4	0	-0.1	-13
36	-4	x	6	-0.2	-52
37	-3	-1	0	0.2	29
38	-4	-9	-3	-0.1	-5
39	-5	-1	-2	-0.2	8
40	-5	-3	-2	0.1	-1
41	-2	-32	-6	1.6	20
42	-4	-2	-11	-0.1	15
43	-20	i	-16	-0.1	19
44	-7	-7	0	0.1	-20
45	-6	1	-8	-0.1	2

New compounds follow:
item	Compound	MITF TRPM1 inh	Peg3 prom inh	PDI turbidity	NR2E3 ag-1	NR2E3 ag-2	iPSC survival up
46	O=C1OCCC1=COCCOC=C1CCOC1=O	x	12	8	11	x	-0.2
47	O=C(NCc1ccco1)C1CCCN1C(=O)NCc1ccccc1 (stereo not given)	16	8	1	-6	1	1.0
48	CCN1CCN(c2oc(/C=C/c3ccccc3)nc2C#N)CC1	-27	-30	3	-20	-1	-0.4
49	COc1ccc(C(C)=O)cc1CSc1nnc(-c2ccccc2O)n1-c1ccccc1	9	14	1	7	-1	0.9
50	Cc1cc2c(C)nc3ccccc3c2o1	-11	0	-5	-18	-1	3.8
51	COc1ccccc1C1CC(c2ccccc2)Nc2ncnn21 (stereo not given)	8	7	-1	-2	3	-1.0
52	CCOc1ccc(CCNC(=O)CCS(=O)(=O)c2ccc(Br)cc2)cc1OCC	3	8	-6	-27	0	-0.5
53	Cc1ccccc1NC(=O)COC(=O)c1ccc(C)c(S(=O)(=O)N2CCCCC2)c1	x	8	-4	-47	x	0.0
54	N#Cc1cccc(NC(=O)CNc2cccc(S(=O)(=O)N3CCCCC3)c2)c1	1	13	1	1	0	-0.2

item	CaV13 FRET inh	Vif imaging	Exocytosis inh	aDG glyco act	HIF-2a block
46	-7	18	1	0.0	10
47	-4	9	-2	-0.2	18
48	-3	-4	0	-0.1	-94
49	-6	-1	14	-0.4	16
50	-3	12	20	-0.1	-6
51	-6	3	-1	0.4	12
52	-19	-6	2	0.1	14
53	-6	1	13	-0.1	7
54	-5	-5	24	-0.1	16

HIF-2a block, what is marked active above.
#	mol	MITF TRPM1 inh	Peg3 prom inh	PDI turbidity	NR2E3 ag-1	NR2E3 ag-2	CaV13 FRET inh	Vif imaging	Exocytosis inh	aDG glyco act	HIF-2a block
26	COc1ccc(/C=C2\SC(=O)N(CCNC(=O)Cn3[nH]c(=O)c4ccccc4c3=O)C2=O)cc1	8	12	5	-33	x	-10	9	1	-0.2	45*
